PLAP activator: activates human placental alkaline phosphatase; P05187; purified PLAP enzyme, luminescent substrate read-out; stronger effect = higher value; activation fold at 20 µM; 96,000 tested, 1.2% active; AID 696; in the data active = activation fold above about 2
CYP2C9 activ: activators of human CYP2C9 | 96,000 tested, 1.4% active | activation factor at 5 µM | P11712 | recombinant CYP2C9, luciferin-H conversion, luminescence; stronger effect = higher value; factor 1 = untreated enzyme, 0 = blocked;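 active = activation factor of 2 or more for CYP2C9 at a 5 µM dose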;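 also: 0 = sulfaphenazole-blocked wells and 1 = vehicle-only wells; values of inactives mirror those of a sister screen read the other way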
Mac1 fbg inh: blocks human CD11b/CD18 adhesion to fibrinogen; AID 1497; inhibition, % at 10 µM; 93,000 tested, 0.54% active; K562 CD11b/CD18 adhesion to fibrinogen, ATPlite luminescence; Mn2+ added to activate the integrin;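 active = primary inhibition of 50% or more at 10 µM, then 40% or more on retest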; also: some results filed as inactive read as strong as hits
Target sequence (P05107 whole entry, looked up, other chains not shown): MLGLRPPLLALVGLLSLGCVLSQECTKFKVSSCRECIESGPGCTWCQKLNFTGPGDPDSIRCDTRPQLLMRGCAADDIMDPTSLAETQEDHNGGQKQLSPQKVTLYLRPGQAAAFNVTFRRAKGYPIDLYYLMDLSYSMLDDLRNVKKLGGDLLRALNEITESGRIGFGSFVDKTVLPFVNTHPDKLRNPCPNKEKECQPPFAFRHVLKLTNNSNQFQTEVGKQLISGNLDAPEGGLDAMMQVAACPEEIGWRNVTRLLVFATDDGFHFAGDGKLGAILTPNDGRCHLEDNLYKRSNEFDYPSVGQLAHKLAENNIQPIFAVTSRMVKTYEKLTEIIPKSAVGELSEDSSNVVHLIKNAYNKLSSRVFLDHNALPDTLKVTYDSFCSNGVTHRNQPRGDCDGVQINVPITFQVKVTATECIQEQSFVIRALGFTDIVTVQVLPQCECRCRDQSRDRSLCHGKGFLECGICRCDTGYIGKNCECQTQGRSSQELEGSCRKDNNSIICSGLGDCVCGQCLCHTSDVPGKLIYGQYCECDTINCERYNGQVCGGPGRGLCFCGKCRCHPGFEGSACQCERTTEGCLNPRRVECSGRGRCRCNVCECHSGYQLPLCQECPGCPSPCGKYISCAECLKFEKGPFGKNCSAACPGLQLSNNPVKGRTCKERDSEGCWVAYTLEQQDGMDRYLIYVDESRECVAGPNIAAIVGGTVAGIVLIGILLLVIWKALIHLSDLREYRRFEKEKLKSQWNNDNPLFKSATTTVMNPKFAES
CYP2C9 inhib: blocks human cytochrome P450 2C9; CYP2C9 Supersomes, luciferin-H conversion, luminescence; 96,000 tested, 20% active; inhibition, % at 5 µM; AID 777;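 active = blocking of liver enzyme CYP2C9 beyond about 50% at 5 µM, limit read from the data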; also: values of inactives mirror those of a sister screen read the other way
PTK2B oligo ant: Pyk2 (human) oligomerization antagonism; 99,000 tested, 0.83% active; Q293 cells, Pyk2 FERM NanoBiT luminescence; stronger effect = lower value; AID 1347419; Q14289; z-score (the deposit names both 25 µM and 10 µM);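 active = Z-score of -3 or lower, scaled per plate to the spread of control and sample wells; inactive = z-score above -3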;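 also: negative z-score means lost luminescence so less FERM oligomerization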
Mac1 fbg enh: increases human CD11b/CD18 adhesion to fibrinogen; K562 CD11b/CD18 adhesion to fibrinogen, ATPlite luminescence; P05107+P11215; AID 1499; activation, % at 10 µM; 93,000 tested, 0.07% active;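 active = 10 µM primary screen giving 50% or more activity, confirmed by 40% or more on retest at that dose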; also: strong numbers were not always called active; reference of the scale not given here
MT1-MMP txn act: activates MT1-MMP transcription; HT1080 MT1-MMP promoter luciferase reporter, luminescence, overnight; stronger effect = higher value; activation factor at 10 µM; 86,000 tested, 0.16% active;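 active = activation factor of at least 2 for MT1-MMP transcription at 10 µM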
CYP2C19 inhib: blocks human cytochrome P450 2C19. CYP2C19 Supersomes, luciferin-H EGE luminescence, 30 min. inhibition, % at 5 µM. 96,000 tested, 21% active. AID 778;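 active = CYP2C19 inhibition above a set limit at 5 µM in the primary screen, cut at about 50% in these data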;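 also: plate controls were negative control wells for no effect and 2.5 mM tranylcypromine positive control for full effect; values of inactives mirror those of a sister screen read the other way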
CYP2C19 act: cytochrome P450 2C19 (human) activation | P33261 | recombinant CYP2C19, luciferin-H EGE luminescence; stronger effect = higher value; 0 = fully inhibited enzyme, 1 = untreated enzyme | AID 1025 | activation factor at 5 µM | 96,000 tested, under 10 active;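 active = activation factor of at least 2 at 5 µM in the primary screen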;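 also: 0 = wells with 2.5 mM tranylcypromine and 1 = vehicle-only wells; values of inactives mirror those of a sister screen read the other way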
An asterisk follows results filed as active; . = no result given. Random draw from the library; about 31% have a hit in one of these screens.

PLAP activator	CYP2C9 activ	Mac1 fbg inh	CYP2C9 inhib	PTK2B oligo ant	Mac1 fbg enh	MT1-MMP txn act	CYP2C19 inhib	CYP2C19 act	SMILES
1.1	0.4	-21	64*	0.3	-2	1.1	11	0.9	COc1ccc(CCNC(=O)c2ccc(NS(=O)(=O)c3c(C)noc3C)cc2)cc1OC
0.9	0.9	1	6	-0.39	-6	1	11	0.9	O=S(=O)(c1ccccc1S(=O)(=O)N1CCCCC1)N1CCCCC1
1.6	0.3	-2	68*	0.57	-4	1.1	38	0.6	Cn1c(=O)[nH]c(=O)c2c1nc(Br)n2CCCCSc1nc2ccccc2o1
1.1	1.9	-8	-88	0.06	-2	1	17	0.8	Cc1ccc(N/C(CSC(N)=O)=N\S(=O)(=O)c2ccc(C)cc2)cc1
1.6	0.5	0	48	0.08	5	1.6	96*	0	CCOC(=O)CC1(CC(=O)OCC)NC(=O)c2c(C)sc(C(=O)OCC)c2N1
1	1	.	1	0.2	.	.	11	0.9	COC(=O)CCC(=O)NNC(=O)CCCOc1ccc(Cl)cc1Cl
1.2	1.8	-11	-83	-0.09	-2	1	80*	0.2	COc1c(S(=O)(=O)NCCN2CCOCC2)ccc(Cl)c1Cl
1.4	0.9	0	7	0.86	-2	1.3	24	0.8	O=C(CCc1nc2cccnc2n1Cc1ccccc1)N1CCOCC1
0.8	1.1	-17	-7	0.51	0	1.1	-4	1	Cc1cc(C)n2nc(-c3cccnc3)nc2n1
1.4	1	-6	4	.	24	.	33	0.7	COc1cc(NC2c3ccccc3C(=O)N2c2cc(C)ccn2)cc(OC)c1OC (centres undefined)
1	1	-8	-4	0.38	-2	.	-11	1.1	COc1ccc(CC(=O)NCCc2ccc(S(N)(=O)=O)cc2)cc1
1.1	0.6	9	39	-0.36	5	1.2	14	0.9	Cc1ccc(N/C=C/C(=O)C(C)(C)C)c(O)c1
1	0.8	-8	24	.	-1	1.1	16	0.8	COc1ccc(C2CC(c3ccc(Cl)c(Cl)c3)Nc3nc(N)nn32)cc1 (centres undefined)
1	1.3	4	-30	0.63	-5	1.2	-5	1	O=C(C1CCN(S(=O)(=O)N2CCCC2)CC1)N1CCCCC1
1	0	.	100*	0.05	.	.	56*	0.4	O=C(N/N=C/c1ccncc1)c1cc([N+](=O)[O-])cc([N+](=O)[O-])c1O
1.3	1.1	.	-11	0.49	.	1.1	-3	1	COc1cc2c(cc1OC)C(C(=O)NCCN1CCOCC1)C1c3ccccc3CCN1C2=O (centres undefined)
1	0.8	2	22	0.03	-3	.	12	0.9	CCCN=C1N/C(=C\c2ccco2)C(=O)N1c1ccccc1
0.8	0	-2	98*	.	1	1.2	83*	0.2	COCCOC(=O)c1[nH]c2c(c1C)C(=O)CC(c1ccc(F)cc1)C2 (centres undefined)
1.2	1.2	.	-17	-3.3*	.	.	-14	1.1	Cc1ccc(-c2nc3ccc(C(=O)O)cc3nc2-c2ccc(C)cc2)cc1
1	1	6	3	-0.44	1	1.7	-10	1.1	Cc1ccc2nc(-c3ccc(SCC(=O)Nc4cc(C)on4)nc3)[nH]c2c1
1.1	0.9	-15	11	-0.02	4	0.6	19	0.8	CCOC(=O)c1sc(NC(=O)c2ccc(CC)s2)nc1C
1.2	0.7	5	34	0.45	0	1	84*	0.2	Cc1ccc(N(CC(=O)NCCc2ccccc2)S(=O)(=O)c2c(C)noc2C)cc1
1.3	0.8	-16	25	0.1	-2	.	3	1	O=C(NCCSCc1ccco1)c1ccc(CN2CCOCC2)cc1
1.5	0.8	3	15	1.6	-2	1.1	22	0.8	C=CCc1ccccc1OCC(O)CN(CC)CC (centres undefined)
1	0.5	-13	45	0.91	3	1.1	34	0.7	COc1ccc(OCCCC(=O)Nc2nnc(C3CCCO3)s2)cc1 (centres undefined)

PLAP activator	CYP2C9 activ	Mac1 fbg inh	CYP2C9 inhib	PTK2B oligo ant	Mac1 fbg enh	MT1-MMP txn act	CYP2C19 inhib	CYP2C19 act	SMILES
1.3	0.7	4	28	0.19	-1	1	-14	1.1	CC(C)CNC(=O)C1CCN(c2ccc(S(=O)(=O)N3CCOCC3)cc2)CC1
0.9	1.6	.	-59	0.4	.	.	28	0.7	Cc1ccc(/S(C)=N/S(=O)(=O)c2ccc(C)cc2)cc1 (centres undefined)
1	0.5	-4	52*	0.03	-1	1	17	0.8	CC(OC(=O)Cn1c(C(F)(F)F)nc2ccccc21)C(=O)N1CCCc2ccccc21 (centres undefined)
0.8	0.8	4	18	-0.09	-2	1	63*	0.4	Cc1ccc(CCC(=O)Nc2nccs2)o1
1.1	0.4	-6	59*	.	-4	.	41	0.6	COc1ccc(C2c3c(oc4ccccc4c3=O)C(=O)N2Cc2ccncc2)cc1 (centres undefined)
1.4	0.8	-5	17	.	-2	1	2	1	CC(C)OC(=O)C(C#N)c1nc2ccccc2nc1N1CCN(Cc2ccc3c(c2)OCO3)CC1 (centres undefined)
1	1.2	-5	-17	-0.23	-6	.	42	0.6	O=C1NC2(CCCCC2)NN1c1ccccc1
0.9	1	2	0	-1.4	0	1.1	35	0.7	CCNc1nc(-c2ccc(Cl)cc2)cs1
0.9	0.6	7	40	0.3	53	1.3	8	0.9	Cn1c(SCC(=O)Nc2ccc3c(c2)oc2ccccc23)nnc1-c1ccccc1
0.9	0.7	-9	25	-0.75	4	.	0	1	COc1ccc2oc(-c3ccc(C)c(NC(=O)c4ccc(N5CCOCC5)c([N+](=O)[O-])c4)c3)nc2c1
1	1	-6	-5	0.33	-1	.	-13	1.1	CCOc1ccc(CN(CCO)CCO)cc1[N+](=O)[O-]
1.7	0.8	0	17	.	0	1	17	0.8	Cc1cc(Nc2cc(F)ccc2C)n2ncnc2n1
1.1	0.5	-3	50*	.	-1	1.1	11	0.9	CCCc1nc(SCC(=O)N2CCc3ccccc32)c2c(=O)n(C)c(=O)n(C)c2n1
1.1	0.8	-5	20	1.1	5	1.5	76*	0.2	COc1ncnc2sc(-c3ccccc3)cc12
1	0.7	-14	26	-0.27	-2	.	52*	0.5	COC(=O)c1ccccc1NC(=S)NC(=O)C1CC1
1	0.8	-1	16	1.1	3	1.1	12	0.9	CC(=O)N1CCN(c2ccc(NC(=O)c3ccc4c(c3)OCO4)cc2)CC1
1.6	1	-1	0	.	-1	1	-8	1.1	CN1CCN(CCCNC(=O)c2ccc3c(c2)N(Cc2ccccc2)CCS3)CC1
1	1	-12	1	.	-4	1	2	1	Cn1c(NC(=O)Cc2cccs2)cc(=O)n(C)c1=O
0.9	0.9	-2	8	.	65	1.1	4	1	CCOc1nc(-c2ccc(C)cc2)ccc1-c1noc(-c2cccnc2)n1
1.3	0.7	-1	29	-2.8	2	1.2	70*	0.3	COC(=O)C1=C(C(=O)OC)SC(=C2C(=S)C(C)(C)N(C(=O)CC(C)C)c3ccccc32)S1
0.7	1.3	4	-28	-1.1	2	1.3	95*	0	COC(=O)c1ccccc1NC(=O)CSc1ccccc1
1.3	0.1	-8	90*	-1.6	-1	1	23	0.8	Cc1ccc2nsnc2c1S(=O)(=O)Nc1cccc2nsnc12
0.9	1.2	-6	-24	0.05	3	1.1	13	0.9	CC(NC(=O)c1cc(-c2ccccc2)on1)c1ccccc1 (centres undefined)
1.4	1.1	-2	-12	.	1	1.1	-9	1.1	CCn1c(SCC(=O)NCCOC)nc2sc(C)c(C)c2c1=O
1.5	0.9	-4	9	-0.07	-2	1.1	20	0.8	Nc1nc(-c2ccc(Cl)cc2Cl)cn1N

PLAP activator	CYP2C9 activ	Mac1 fbg inh	CYP2C9 inhib	PTK2B oligo ant	Mac1 fbg enh	MT1-MMP txn act	CYP2C19 inhib	CYP2C19 act	SMILES
1.6	0.9	0	6	.	0	1.2	19	0.8	COc1ccc(CNC(=O)C2CCCN(S(=O)(=O)c3c(C)nn(C)c3C)C2)cc1 (centres undefined)
0.9	0.9	-12	8	-0.3	-1	1.1	23	0.8	c1ccc(C2=Nn3c(nnc3-c3ccccn3)SC2)cc1
1	0.9	-4	15	0.26	-1	1.2	29	0.7	Cc1ccc(NC(=O)N2CCCC2C(=O)NCCC2=CCCCC2)cc1 (centres undefined)
1.3	0.1	-38	90*	1.2	2	1.2	78*	0.2	CCC(CC)C(=O)Nc1cccc(C(=O)NCCc2ccc(S(N)(=O)=O)cc2)c1
1.3	2.7*	-25	-170	0.75	9	1.1	27	0.7	O=C(CN1CCN(C(=O)c2ccccc2F)CC1)Nc1ccc(Br)cc1
1.7	0.3	9	66*	-0.49	-7	1	43	0.6	CCOC(=O)c1c(NC(=O)CSc2nnc(-c3cccnc3)n2Cc2ccco2)sc(C)c1C
1.2	1	-7	-4	-1.1	0	1.1	-1	1	Cc1ccc(NCc2nnc(SCC(=O)c3ccc4c(c3)OCCO4)o2)c(C)c1
0.8	0.6	1	42	0.11	1	1.2	46	0.5	CCS(=O)(=O)n1nc(-c2ccc(OC)cc2)nc1SC
1.4	0.6	-28	43	-0.48	-3	1	46	0.5	O=C(CCCNS(=O)(=O)c1cccs1)N1CCN(c2ccc(F)cc2)CC1
0.6	0.9	.	14	-0.28	.	1.2	11	0.9	Oc1ccc(COCc2ccccc2)c2cccnc12
0.8	1.1	10	-12	1.7	-3	.	15	0.8	CC(=O)Nc1ccc(N/C=C/C(=O)c2ccc(C)o2)cc1
1	0.9	.	10	0.24	.	1	11	0.9	CCCN(Cc1ccc(N(CC)CC)cc1)CC1CC1
0.9	1.1	1	-6	0.58	1	1	8	0.9	Cc1ccc(-n2nnnc2SCC(N)=O)c(C)c1

Four entries from above, with values under each structure.
Values in the order: PLAP activator, CYP2C9 activ, Mac1 fbg inh, CYP2C9 inhib, PTK2B oligo ant, Mac1 fbg enh, MT1-MMP txn act, CYP2C19 inhib, CYP2C19 act
> CCC(CC)C(=O)Nc1cccc(C(=O)NCCc2ccc(S(N)(=O)=O)cc2)c1
→ 1.3, 0.1, -38, 90*, 1.2, 2, 1.2, 78*, 0.2
> O=C(CN1CCN(C(=O)c2ccccc2F)CC1)Nc1ccc(Br)cc1
→ 1.3, 2.7*, -25, -170, 0.75, 9, 1.1, 27, 0.7
> CCOC(=O)c1c(NC(=O)CSc2nnc(-c3cccnc3)n2Cc2ccco2)sc(C)c1C
→ 1.7, 0.3, 9, 66*, -0.49, -7, 1, 43, 0.6
> Cc1ccc(NCc2nnc(SCC(=O)c3ccc4c(c3)OCCO4)o2)c(C)c1
→ 1.2, 1, -7, -4, -1.1, 0, 1.1, -1, 1
